# PAX8 inh HTS – inhibitors of PAX8 transcriptional activity in RMG-I cells | inhibition, % at 12.6 µM | AID 652154 | 360,000 tested, 1.2% active | RMG-I TPO-luciferase reporter, SteadyGlo, 24 h;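 active means mean replicate inhibition at least 60% with every replicate also reaching 60%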;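 further: luciferase light reporting Pax8 driven TPO promoter activity; plate controls were median of neutral control wells for no effect and mitoxantrone controls for full effect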
# Statin myotox sup – suppression of simvastatin myotoxicity | rescue of ATP level, % at 7.49 µM | C2C12 myotubes + simvastatin, ATP luminescence, 48 h; scaled: DMSO 0, geranylgeraniol control 100 | 330,000 tested, 0.78% active | AID 602340;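 active means mean ATP rescue above about 67%, or every replicate alone reaching that limit, limit read from the data, passing the limit was not always enough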;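 further: myotubes were challenged with 10 µM simvastatin during compound exposure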
# PGC1a acetyl inh – PGC1a acetylation modulation, inhibitor mode; U2OS PGC1a acetylation, AlphaScreen anti-acetyl-lysine; with virally co-expressed GCN5 acetyltransferase; inhibition, % at 15.6 µM; 350,000 tested, 0.17% active;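 active means every replicate shows inhibition of at least 40%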;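 further: 0% = neutral control wells and 100% = positive control wells; some results beyond the cut were filed as inactive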
# GSIS activator – primary screen for activators of insulin secretion dependent on glucose, INS-1E cells, GLuc reporter luminescence | INS-1E GLuc reporter insulin secretion, 2-3 h | activation, % at 16.6 µM | 370,000 tested, 0.61% active | AID 743287;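 active means lowest replicate activation of at least 40%, so every replicate reaches that level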;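 further: 0% = median of neutral control wells and 100% = median of IBMX positive control wells; some compounds called inactive have numbers as strong as hits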
# LGR2 inh – blocks bursicon-induced cAMP signaling via Drosophila LGR2 | HEK293 LGR2, CRE-luciferase, bursicon-stimulated, 4 h | inhibition, % at 9.99 µM | 380,000 tested, 0.35% active | AID 720647;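 active means drop in luminescence signal, shown as inhibition above about 50% in the replicate tests, limit read from the data, passing the limit was not always enough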;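 further: agonist challenge used bursicon conditioned medium at about half maximal strength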
# PglD inh – PglD (C. jejuni) enzyme inhibition; AID 602405; inhibition, % at 12.5 µM; purified PglD enzyme, DTNB colorimetric CoA detection; 360,000 tested, 0.098% active; in the data active means inhibition above about 16%, passing the limit was not always enough; further: strong numbers were not always called active
# Cneo AK release – Cryptococcus neoformans lysis via adenylate kinase release; C. neoformans lysis, adenylate kinase release luminescence, 4 h; normalised: neutral wells 0, clomiphene wells 100; lysis activity, % at 15 µM; 360,000 tested, 0.2% active; AID 651654;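 active means mean lysis activity across replicates of at least 80%, whatever share of replicates individually reach that level; inactive means mean lysis activity below 80%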
#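 Material – Cryptococcus neoformans yeast cells · Quantity – 5 × 10^6 yeast cells/mL · Buffer or medium – YPD medium · Compound – single dose · Timing – 4 h static compound exposure, 37 °C, read 1 h post-reagent · Signal – adenylate kinase release luminescence · Read-out basis – lysis from increased AK signal · Benchmarks – Clomiphene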
# ARNT TACC3 PPI – disruptors of human ARNT/TACC3 interaction. AlphaScreen His-ARNT PAS-B/GST-TACC3 binding, luminescence; TACC3 fragment carries E629A point mutation. inhibition, % at 9.99 µM. 390,000 tested, 0.66% active. AID 623870;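 active means mean inhibition of replicates at least 50% and at least half of replicates each reaching 50%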;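 further: 0% = complete ARNT plus TACC3 wells and 100% = ARNT alone without TACC3; many hits fall short of the cut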
# * hit, by the source's call; . = no result given; & = joins results of further samples.
mol	GSIS activator	PGC1a acetyl inh	PglD inh	LGR2 inh	PAX8 inh HTS	Cneo AK release	ARNT TACC3 PPI	Statin myotox sup
O=C(O)c1ccc(Cl)c(S(=O)(=O)N(Cc2ccccc2)c2ccc(Cl)cc2)c1	-10	.	4	-2	8	-3	-31	3
Cc1cc(=O)oc2cc(OCC(=O)N3CCN(c4ccc(F)cc4)CC3)c(Cl)cc12	2	10	0	1	-12	1	3	1
Cc1ccc2[nH]c(=O)c(-c3noc(CC(C)C)n3)cc2c1	12	-9	3	-2	-18	-1	1	-7
CCC(=O)N1CC2(C1)[C@@H](c1ccc(-c3cccc(C)c3)cc1)[C@@H](CO)N2S(C)(=O)=O	-5	-2	.	-5	-5	.	.	.
O=C1NC2=C(CCc3ccccc32)C(c2ccccc2)N1 (stereo unspecified)	-21	0	-1	-26	17	3	-6	.
CCCN(CC1CC1)C(=S)NC(=O)c1ccccc1C	-11	12	2	-16	4	5	.	-25
CCN(CC(=O)NC(=O)NCc1ccccc1)CC(=O)Nc1cc(Cl)ccc1C	-37	7	-5	-15	5	2	5	9
CCN(CC(=O)Nc1ccccc1C(F)(F)F)C(=O)/C=C/c1ccc(Cl)c([N+](=O)[O-])c1	-14	.	-3	-10	-3	0	-1	19
O=C(c1ccc(F)cc1)N1CC(=O)N2[C@@H](CO)[C@H](c3ccc(C#CC4CCCCC4)cc3)[C@@H]2C1	0	4	.	14	1	.	.	.
CCCCn1c(SCC(=O)NCc2ccco2)nc2c1c(=O)n(C)c(=O)n2C	.	-3	-2	.	.	0	6	.
Nc1ccc(Oc2ccccc2-c2ccccc2)cc1	.	-10	9	.	23	1	-8	.
C=CCN(C(=O)COC(=O)c1cc[n+]([O-])cc1)c1nc(-c2ccccc2)cs1	10	-3	-1	-10	-167	-1	2	-8
CCC1(c2ccc(F)cc2)NC(=O)N(CC(=O)Nc2ccc(C(N)=O)cc2)C1=O (stereo unspecified)	-15	-1	0	-2	-2	3	0	-6
COc1cc(OC)cc(-c2c(C#Cc3ccsc3)c3cc(-c4ccc(OC)cc4F)ccc3n2C)c1	30	.	2	-10	-5	-1	-9	11
CN(C)C(=O)C[C@H]1C=C[C@@H](NS(=O)(=O)c2ccccc2)[C@H](CO)O1	-8	6	1	-11	-9	0	-10	9
CN(C)c1ccc(NC(=O)Nc2ccc3c(c2)c(=O)n(C)n3Cc2ccc(Cl)cc2)cc1	.	.	2	-5	49	2	.	-3
Cc1ccc(S(=O)(=O)N2CCN(C(=O)COC(=O)c3ccccc3OC(F)F)CC2)c(C)c1	1	14	5	3	-5	1	.	5
CC(C)(C)n1ncc2c(=O)n(Cc3cc(F)c(Cl)cc3Cl)cnc21	-3	.	1	-16	-8	2	-1	-9
COC(=O)c1nc2ccc(N3CCOCC3)cc2c(C)c1C(=O)OC	1	17	-4	-32	-92	-12	-12	-2
COc1ccc(NC(=O)CSc2ccccc2)c([N+](=O)[O-])c1	-7	3	.	-52	-58	.	2	1

# 3 entries from above, arranged by the number in LGR2 inh, lowest first.
Compound	LGR2 inh
C=CCN(C(=O)COC(=O)c1cc[n+]([O-])cc1)c1nc(-c2ccccc2)cs1	-10
Cc1ccc2[nH]c(=O)c(-c3noc(CC(C)C)n3)cc2c1	-2
Cc1ccc(S(=O)(=O)N2CCN(C(=O)COC(=O)c3ccccc3OC(F)F)CC2)c(C)c1	3

# The list goes on:
mol	GSIS activator	PGC1a acetyl inh	PglD inh	LGR2 inh	PAX8 inh HTS	Cneo AK release	ARNT TACC3 PPI	Statin myotox sup
Cc1ccc(Cl)cc1NCN1C(=O)c2ccccc2C1=O	-9	-4	.	5	-4	-1	.	4
CCN(CC)c1ccc(/C=N/NC(=O)Cc2nnc(NC(=O)Nc3ccccc3)s2)cc1	13	.	.	-2	-20	.	3	.
CCC(C)(C)NC(=O)C(c1cccc(OC)c1)N(C(=O)CNC(=O)c1cccs1)c1cccnc1 (stereo unspecified)	-4	.	4	22	1	10	.	-2
C[C@H](CO)N1C[C@H](C)[C@H](CN(C)C(=O)Nc2ccc3c(c2)OCO3)Oc2c(NC(=O)Nc3ccc(C(F)(F)F)cc3)cccc2C1=O	-19	0	0	3	22	-4	1	14
CC(C)c1ccc(C(=O)CC2(O)C(=O)N(CN3CCOCC3)c3ccccc32)cc1 (stereo unspecified)	-11	.	-7	38	.	-1	1	9
COc1ccccc1OCCCCCNCCO	-41	3	0	5	.	-1	29	13
Cc1ccc(OCCNC(=O)/C=C/c2ccco2)cc1C	-13	-4	4	-7	0	1	0	11
Cc1nn(C)cc1S(=O)(=O)Nc1ccc2c(c1)OCCO2	-1	.	.	16	14	.	1	.
Fc1cc2[nH]cnc2cc1Cl	3	.	.	8	-3	.	-5	.
O=C(Cc1cccc(NC(=O)C2CCCN(C(=O)c3ccccc3)C2)c1)Nc1ccc(C(=O)N2CCOCC2)cc1 (stereo unspecified)	5	-6	3	1	-15	0	-4	-7
O=C(NCc1ccc(F)cc1)c1cc2n(n1)C(C(F)(F)F)CC(C1CC1)N2 (stereo unspecified)	-4	-8	.	-6	2	0	-24	5
C[C@H](CO)N1C[C@H](C)[C@@H](CN(C)Cc2ccc(-c3ccccc3)cc2)Oc2c(NS(=O)(=O)c3ccccc3)cccc2C1=O	-5&-21	-15&1	-1&-3	16&13	-2	-1&-2	3&-9	19&-17
OCCN(Cc1ccccc1)CC1CC=CCC1 (stereo unspecified)	17	4	2	-2	.	-2	1	44
Cc1csc(NC(=O)Cn2nc(C)c([N+](=O)[O-])c2C)n1	-6	4	.	19	23	.	-3	.
CO[C@@H]1CC[C@@H]2CCOc3c(C#N)cccc3C(=O)N(C)[C@@H](C)C(=O)N(C)C[C@H]1O2	-3	9	5	0	-12	3	3	4
O=[N+]([O-])c1ccc(N/N=C/c2cccs2)nc1	13	-36	.	-36	-77	.	-3	.
COc1cccc(-n2c(C)nc3cc(C(=O)O)ccc32)c1	-2	-1	-5	-3	.	9	0	30
Cc1ccccc1-c1ccc([C@H]2[C@@H](CO)N3CCCCN(S(=O)(=O)c4cn(C)cn4)C[C@@H]23)cc1	-13	-7	0	-18	24	-1	1	.
COC(=O)C(CC#Cc1ccc2c(c1)[C@]1(C(=O)N2)[C@H](C(=O)N2CCN(c3ncccn3)CC2)[C@H]2C(=O)O[C@H](c3ccccc3)[C@H](c3ccccc3)N2[C@@H]1c1ccc(O)cc1)C(=O)OC	.	4	-2	.	.	4	7	.
CCOc1ccc(C(=O)NCC(=O)OCC(=O)NC2CCCC2)cc1	-3	3	.	11	9	.	0	8
O=C(c1ccoc1)N1CCC2(CCCN(Cc3ccc(F)c(F)c3)C2)C1 (stereo unspecified)	11	-8	4	13	1	-1	-4	2
O=C(Nc1ccc2c(c1)[C@@H]1C[C@H](CC(=O)N3CCCCC3)O[C@H](CO)[C@@H]1O2)C1CCOCC1	16	-15	2	-9	-11	-1	-4	3
CN(C(=O)c1cc(S(=O)(=O)N2CCOCC2)cs1)c1ccccc1	24	.	1	8	3	-3	-37	-4
COc1cccc(S(=O)(=O)N2C[C@H](O)COC[C@@H]3O[C@H](CC(=O)NCCCN4CCOCC4)CC[C@H]32)c1	10	-2	-1	-14	-1	0	0	7
O=C(CCc1ccccc1)Nc1ccc(S(=O)(=O)N2CCOCC2)cc1	0	-6	-2	-10	3	0	-3	.
C[C@@H]1CN([C@H](C)CO)C(=O)c2cccc(NS(C)(=O)=O)c2O[C@@H]1CN(C)S(=O)(=O)c1cn(C)cn1	7	-1	0	9	.	3	-1	.
CO[C@@H]1CN(C)C(=O)c2ccc(NC(=O)Nc3ccccc3)cc2OC[C@H](C)N(C(=O)CC2CC2)C[C@H]1C	1	4	12	-5	.	51	-3	-4
C[C@H]1CCCCO[C@@H](CN(C)C(=O)C2CCCCC2)[C@@H](C)CN([C@@H](C)CO)C(=O)c2cc(NC(=O)C3CCCCC3)ccc2O1	-27	-16	1	-9	0	0	-13	.
CCOc1ccc(C(=O)NCCc2ccc3c(c2)OCCO3)cc1	-12	-2	.	.	7	.	-6	.
CCn1c(SCC(=O)NNC(=S)Nc2ccc(C)cc2)nnc1-c1ccc(Cl)cc1	-9	7	10	-11	27	.	-1	.
C[C@H]1CN([C@@H](C)CO)C(=O)c2cc(NC(=O)CCCN(C)C)ccc2O[C@@H]1CN(C)CC1CCCCC1	3	0	2	-4	.	-2	21	2
CCCNC(=O)Nc1ccc2c(c1)C(=O)N(C)C[C@H](OC)[C@@H](C)CN(Cc1cccnc1)[C@H](C)CO2	4	6	6	18	-7	81*	0	1
COc1cc(NC(=S)Nc2cccc(C)n2)cc(OC)c1OC	9	.	.	-23	-3	.	0	.
Cc1cc(C)c(S(=O)(=O)c2cc(F)ccc2C)c(Cl)n1	12	-6	0	-15	-11	-1	2	9
CCCN1C[C@H](C)[C@@H](OC)CN(C)C(=O)c2cc(NC(=O)c3cccc(OC)c3)ccc2OC[C@@H]1C	-11	-4	.	-6	.	.	.	13
CC(=O)Nc1ccc(C(=O)OCC(=O)N(c2ccccc2)C2CCCCC2)cc1	.	-22	0	17	2	3	-5	3
COc1ccc(NC(=O)CSCC(=O)NCCc2ccccn2)cc1	1	-16	.	-3	-11	.	-5	.
COc1ccc(CNC(=O)COC(=O)c2cncc(Br)c2)cc1	12	6	2	-3	-16	6	-4	31
O=C(Cc1ccc(-n2c(=O)c3sccc3n(Cc3ccc(F)cc3)c2=O)cc1)NCc1ccco1	-2	-15	-4	11	33	2	-25	-1
C[C@@H]1CN([C@H](C)CO)S(=O)(=O)c2ccc(-c3cccnc3)cc2O[C@@H]1CN(C)Cc1ccccn1	4	-1	3	4	.	-7	-2	.
O=C(COc1ccccc1)Nc1ccc([N+](=O)[O-])cc1	15	-3	-3	28	7	-5	0	.
CC(OC(=O)CNC(=O)c1ccc(Cl)c([N+](=O)[O-])c1)C(=O)NC1CCCCC1C (stereo unspecified)	-12	.	0	-1	18	-1	1	23
c1ccc(-c2nccc(-c3ccco3)n2)nc1	12	15	-8	-4	-20	0	59*	-3
O=C(NCC[C@@H]1CC[C@H](NC(=O)C2CCOCC2)[C@H](CO)O1)Nc1ccc(Cl)cc1	11	5	7	-33	-3	-2	.	-1
CCN(C(=O)c1cc(Cl)ccc1OC)C1CCCCC1	.	-12	-3	.	.	1	-4	-10
O=c1c2nnn(-c3ccc(Br)cc3)c2ncn1Cc1ccccn1	-4	-6	-8	2	22	3	-10	9
CCCCN(C(=O)CN1C(=O)C2CCCCC2C1=O)c1c(N)n(CCC)c(=O)[nH]c1=O (stereo unspecified)	0	.	5	-16	-12	0	-5	0
O=C(c1cccnc1)N1CC(=O)N2[C@@H](CO)[C@H](c3ccc(-c4cccnc4)cc3)[C@@H]2C1	0	6	.	-15	-6	.	.	.
CC(C)(C)n1cnc2cc(NC(=O)c3ccco3)ccc21	5	.	-2	-24	-93	-15	4	-23
O=C(NCC(c1ccco1)N1CCCCC1)c1cc2c(s1)CCCC2 (stereo unspecified)	4	2	2	4	-2	-1	1	-20
O=C(NCC1CCCCC1)c1cc([N+](=O)[O-])ccc1Cl	10	0	4	-16	-6	2	2	-6
CN(Cc1ccccc1)C(=O)c1ccc(NC(=O)Cc2ccc(NC(=O)C3CCN(C(=O)c4ccccc4)CC3)cc2)cc1	2	6	1	3	2	-1	-1	-4
